# High-throughput results deposited in PubChem by National Center for Advancing Translational Sciences (NCATS).
# RXFP1 antagonist: antagonists of human relaxin receptor RXFP1 | Q9HBX9 | HEK293-RXFP1, relaxin-stimulated cAMP HTRF, 30 min; stronger effect = lower value | activity change, negative = inhibition, % at 57.5 µM | hit rate 0.59% among 350,000;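 active = activity change of -60% or lower, but not beyond a set lower limit; inconclusive = change between -60% and -40%, or beyond the set limit; inactive = change above -40%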
# Target sequence (Q9HBX9 whole entry, looked up): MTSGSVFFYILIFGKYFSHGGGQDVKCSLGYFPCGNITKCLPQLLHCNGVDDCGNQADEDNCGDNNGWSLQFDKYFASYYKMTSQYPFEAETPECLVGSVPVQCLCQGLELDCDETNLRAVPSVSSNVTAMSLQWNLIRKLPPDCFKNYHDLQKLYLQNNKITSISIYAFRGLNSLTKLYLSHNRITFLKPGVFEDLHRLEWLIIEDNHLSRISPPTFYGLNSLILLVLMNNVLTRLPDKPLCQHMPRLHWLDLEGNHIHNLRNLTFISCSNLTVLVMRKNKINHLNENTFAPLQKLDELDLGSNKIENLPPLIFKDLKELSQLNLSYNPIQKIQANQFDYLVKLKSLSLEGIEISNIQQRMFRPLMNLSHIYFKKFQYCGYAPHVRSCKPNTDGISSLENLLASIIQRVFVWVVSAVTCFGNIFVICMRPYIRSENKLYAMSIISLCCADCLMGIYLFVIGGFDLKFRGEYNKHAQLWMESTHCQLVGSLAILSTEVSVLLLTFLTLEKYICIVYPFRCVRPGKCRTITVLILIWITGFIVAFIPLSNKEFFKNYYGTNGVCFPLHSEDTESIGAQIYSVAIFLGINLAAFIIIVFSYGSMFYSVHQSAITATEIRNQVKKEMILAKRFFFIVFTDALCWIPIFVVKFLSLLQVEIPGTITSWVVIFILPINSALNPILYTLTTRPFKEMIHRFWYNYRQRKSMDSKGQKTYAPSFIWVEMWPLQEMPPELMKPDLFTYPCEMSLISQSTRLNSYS
# * = called active by the depositor; ? = inconclusive. % is scaled to controls: 0 for no effect and ±100 for the full control effect. Some of the compounds tested. The share of hits here may be higher or lower than overall.
RXFP1 antagonist	SMILES
15.6	COc1ccc(CN2C(=O)C(CC(=O)NC3CCCC3)CC(C(=O)N(C)C)=C2C)cc1 (stereo not drawn)
-10.0	Cc1nnc(SCCn2c(N(C)Cc3ccccc3)nc3c2c(=O)n(C)c(=O)n3C)s1
3.0	O=C(Nc1ccccc1)Nc1ccc(O)c2ccccc12
4.8	O=C(c1ccc(Cl)cc1)C1CCN(C(=S)Nc2ccccc2)CC1
-9.5	CCCNC(=O)N(C)C[C@@H]1Oc2cc(C#C[C@H](C)O)ccc2S(=O)(=O)N([C@H](C)CO)C[C@H]1C
5.7	CSc1ncnc2c1ncn2CCCN1CCN(C(=O)C2CC2)CC1
12.6	CN(C)/N=N/c1nc[nH]c1C(N)=O
13.2	CC(C)C[C@H](NC(=O)[C@H](CCc1ccccc1)NC(=O)CN1CCOCC1)C(=O)N[C@@H](Cc1ccccc1)C(=O)N[C@@H](CC(C)C)C(=O)[C@@]1(C)CO1
-3.6	CSc1ncc(Sc2ccccc2)c(C(=O)O)n1
-0.6	CN1OC[C@@H]2CN(S(=O)(=O)c3cccc4ccccc34)[C@H](c3ccc(-c4ccccc4)cc3)C[C@@H]21
1.0	CC(Sc1cccc[n+]1[O-])C(=O)NC1CCCCC1C (stereo not drawn)
-9.7	COC(=O)C1(C)COP(=O)(NC23CC4CC(CC(C4)C2)C3)OC1 (stereo not drawn)
-4.1	CSc1nc(C)cc(OCCNS(=O)(=O)c2ccc(C)cc2)n1
-11.1	CCc1cccc(-n2c(SCC(=O)c3c(N)n(C4CC4)c(=O)[nH]c3=O)nnc2N2CCOCC2)c1
-6.5	NC(=O)Cn1c(S(=O)(=O)Cc2ccccc2)nc2ccccc21
11.5	O=C(CC1CC1)Nc1ccc2c(c1)[C@@H]1C[C@H](CC(=O)NC3CCCC3)O[C@@H](CO)[C@@H]1O2
6.7	COc1cc(O)c(C(=O)CC(=O)c2ccncc2)c(OC)c1
5.2	COc1ccc(OC)c(NC(=S)NCCC(c2ccccc2)c2ccccc2)c1
-12.9	COc1ccc(C(=O)Cn2c(C(C)=O)nc3ccccc32)cc1
9.6	C[C@H]1CN([C@@H](C)CO)S(=O)(=O)c2ccc(Br)cc2O[C@@H]1CN(C)C(=O)CCN1CCCCC1
0.8	COc1ccc(S(=O)(=O)N2CCOCC2)cc1C(=O)Nc1cccc(C(=O)NC2CC2)c1
8.0	CCOC(=O)c1c(C)[nH]c(C(=O)COC(=O)CCNS(=O)(=O)c2ccc(NC(C)=O)cc2)c1C
6.0	O=C(O)CC(c1ccccc1)N1C(=O)c2ccccc2C1=O (stereo not drawn)
-6.2	COc1ccc(C2CC(=O)C=C3c4ccc(OC)cc4CCC32)cc1 (stereo not drawn)
16.3	CCNC(=O)c1ccc(=O)n(Cc2ccc(Cl)cc2Cl)c1

# Individual results from the list.
# Under RXFP1 antagonist, O=C(O)CC(c1ccccc1)N1C(=O)c2ccccc2C1=O (stereo not drawn) is listed with 6.0
# Under RXFP1 antagonist, CSc1ncc(Sc2ccccc2)c(C(=O)O)n1 is listed with -3.6
# Under RXFP1 antagonist, CC(C)C[C@H](NC(=O)[C@H](CCc1ccccc1)NC(=O)CN1CCOCC1)C(=O)N[C@@H](Cc1ccccc1)C(=O)N[C@@H](CC(C)C)C(=O)[C@@]1(C)CO1 is listed with 13.2

# The results go on.
RXFP1 antagonist	SMILES
-4.5	COc1ccccc1CN(C)C(=O)COC(=O)c1ccc(Cl)nc1
-4.1	Cc1cc(C(=O)CN2C(=O)NC(C)(c3ccc(F)c(F)c3)C2=O)c(C)n1C1CC1 (stereo not drawn)
0.5	O=c1c2ccccc2c2ccccc2c(=O)n1Nc1ccccc1
-4.0	O=C(NCCCNC(=O)c1c(Cl)cccc1Cl)c1c(Cl)cccc1Cl
-8.7	Cc1ccc(C)c(Nc2cc(C)nc3ccccc23)c1
-18.6	Cc1ccc(Nc2cc(Cl)nc(N)n2)c([N+](=O)[O-])c1
-13.1	CCOC(=O)C1=C(C)NC(C)=C(C(=O)OCC)C1C(=O)OCC(=O)N1CCOCC1
-0.3	COc1ccc(NC(=O)c2ccc3c(c2)OCO3)cc1S(=O)(=O)N1CCOCC1
-8.2	CCN(CCO)C(=O)c1ccc2nc(Cc3ccc(OC)cc3)oc2c1
-11.4	Cc1ccc(NS(=O)(=O)c2ccccc2)c(NS(=O)(=O)c2ccccc2)c1
-14.8	O=C(COC(=O)c1ccccc1OCc1ccccc1Cl)NCC1CCCO1 (stereo not drawn)
-6.1	C[C@H](CO)N1C[C@H](C)[C@@H](CN(C)Cc2cccc(O)c2)OCc2cnnn2CCCC1=O
3.2	O=C(NNc1ccccc1)NC(Cc1ccccc1)C(=O)O (stereo not drawn)
12.4	Cc1ccc(S(=O)(=O)N2CCN(C(=O)COC(=O)CNC(=O)c3ccc(Cl)cc3Cl)CC2)c(C)c1
7.5	CC1(C)SC2C(NC(=O)C3(N)CCCCC3)C(=O)N2C1C(=O)O (stereo not drawn)
6.6	COC(=O)N/N=C(C)/C=C/c1ccccc1
3.3	CCCCCCN1C[C@@H](O)[C@H](n2cc(C3CC3)nn2)C[C@@H]1c1ccccc1
6.4	C[C@H]1CN([C@@H](C)CO)C(=O)c2cc(Br)cnc2O[C@H]1CN(C)C(=O)c1ccccn1
-15.1	CC(C)n1c(CNC(=O)c2ccccc2F)nnc1SCC(=O)c1ccc(F)cc1
0.0	Cc1ccc(-c2nc3ccc(Cl)cn3c2CC(C)(C)C)cc1
-2.6	C#Cc1cccc(C(=O)N(Cc2cccnc2)CC2CCCN(C3CCCCC3)C2)c1 (stereo not drawn)
0.5	CC(C)(C)OC(=O)N1CCC(NC(=O)c2[nH]cnc2C(=O)Nc2ccccc2F)CC1
-1.7	Cc1ccc(C(=O)COC(=O)c2nc(Cl)ccc2Cl)cc1
8.6	O=S(=O)(Nc1ccc(O)c2ccccc12)c1ccc(OC(F)(F)F)cc1
-2.9	Cc1cc(C)nc(NS(=O)(=O)c2ccc(NC(=O)CCC(=O)O)cc2)n1

# Reprinted from above, 6 compounds:
RXFP1 antagonist	SMILES
0.0	Cc1ccc(-c2nc3ccc(Cl)cn3c2CC(C)(C)C)cc1
-2.6	C#Cc1cccc(C(=O)N(Cc2cccnc2)CC2CCCN(C3CCCCC3)C2)c1 (stereo not drawn)
0.5	CC(C)(C)OC(=O)N1CCC(NC(=O)c2[nH]cnc2C(=O)Nc2ccccc2F)CC1
-1.7	Cc1ccc(C(=O)COC(=O)c2nc(Cl)ccc2Cl)cc1
8.6	O=S(=O)(Nc1ccc(O)c2ccccc12)c1ccc(OC(F)(F)F)cc1
-2.9	Cc1cc(C)nc(NS(=O)(=O)c2ccc(NC(=O)CCC(=O)O)cc2)n1

# Continued:
RXFP1 antagonist	SMILES
-3.3	CC1Cc2ccccc2N1C(=O)c1ccc2c(c1)OCO2 (stereo not drawn)
1.1	Cc1cc2cc3n(c2nn1)N=C(Cl)CC3
-4.9	CC1CCCC(C)N1C(=O)CN1C(=O)NC2(CCCCCC2)C1=O (stereo not drawn)
-9.4	CCn1c(CNC(=O)c2ccccc2)nc2ccccc21
0.0	CC1=C(C(=O)N(C)C)CC(CC(=O)NCCN2CCOCC2)C(=O)N1Cc1ccccc1 (stereo not drawn)
-11.5	CCC(=O)c1ccc(OCC(=O)Nc2nc(C)cs2)cc1
5.6	COC(=O)c1ccc(CNC(=O)[C@@H]2CCCN2S(=O)(=O)c2ccccc2F)cc1
-22.3	O=S(=O)(CCc1ccccc1)CS(=O)(=O)CCc1ccccc1
-1.8	CC(C)Cn1cnc2c(SCc3ccccc3F)nc(N)nc21
9.9	Clc1nnc2c3ccccc3ccn12
-16.8	O=C(CCC(=O)c1cccs1)OCC(=O)c1ccc(F)cc1
-9.1	Cc1ccc(S(=O)(=O)NCC(=O)OCCOc2ccc(Br)cc2)cc1
4.6	Cc1c(N)cc2c(c1N)C(C)(C)CC2(C)C
1.4	C[C@H]1C(=O)N(C)CCN1C(=O)c1ccc(OC2CCN(CCc3ccccc3)CC2)cc1
-2.7	CCc1cccc(NC(=O)C2CCN(c3ncnc4sc(C)c(C)c34)CC2)c1
-12.6	CCOC(=O)c1c(NC(=O)c2cccs2)sc(C(=O)N2CCOCC2)c1C
5.7	Cc1ccc(-c2csc(N)n2)cc1
-8.2	CCCCSc1ncnc2c1ncn2C1CCCCO1 (stereo not drawn)
1.5	CC1(c2ccccc2)NC(=O)N(CC(=O)N2CCc3ccccc32)C1=O (stereo not drawn)
7.0	COc1ccccc1CNC(=O)COC(=O)/C=C/c1ccc2ccccc2n1
-10.8	Cc1cnc(C(=O)OCC(=O)Nc2ccc(C)c(S(=O)(=O)N3CCOCC3)c2)cn1
4.7	O=C(NCC(=O)N1CCN(Cc2c(F)cccc2Cl)CC1)c1cccs1
-2.0	CCOc1ccccc1C(=O)N[C@H](C(=O)NNC(=O)c1cccs1)C(C)C
-4.5	O=C(COC(=O)COc1ccccc1)Nc1ccc2c(c1)OCCO2
-2.5	O=C(/C=C/c1ccc(S(=O)(=O)N2CCOCC2)cc1)Nc1ccc(F)c(F)c1F

# New compounds follow:
RXFP1 antagonist	SMILES
-14.9	COc1ccc(C(=O)OCC(=O)N2C(C)CCCC2C)cc1S(=O)(=O)N1CCOCC1 (stereo not drawn)
-8.1	CC(=O)Nc1ccc(NC(=O)CSc2nnc(N)n2-c2ccccc2)cc1
-11.6	O=C1[C@@H]2[C@H]3CC[C@H](C3)[C@@H]2C(=O)N1CCCCN1CCN(c2ncccn2)CC1
-2.4	CC(C)CC1C(=O)N(Cc2cn(CCC3OCCO3)nn2)CCS(=O)(=O)N1Cc1ccc(-c2cccc(CO)c2)cc1 (stereo not drawn)
0.4	CN(C)c1ccc(S(=O)(=O)N2CCCCC2)cc1NC(=O)CCNC(=O)c1ccccc1Cl
-7.9	Cc1ccsc1C(=O)NCc1ccc(Cl)cc1
-9.0	COCCn1c(=O)[nH]c2cc(C(=O)N3CCN(Cc4ccc5c(c4)OCO5)CC3)ccc2c1=O
?	O=C1/C(=C\c2ccc([N+](=O)[O-])cc2)CS(=O)(=O)C/C1=C/c1ccc([N+](=O)[O-])cc1
-1.8	Cc1ccsc1CN(C)CC(=O)N(C)CC(=O)Nc1c(Cl)cccc1Cl
-1.8	Cc1cc(NS(=O)(=O)c2ccc(NC(=O)c3ccccc3F)cc2)no1
-3.4	COC(=O)c1ccc(/C=C/C(=O)OCC(=O)Nc2cc(C)on2)cc1
10.8	CC(N)CCCC(C)(C)O (stereo not drawn)
5.4	COc1ccc(CN(C)C(=O)COC(=O)c2cc([N+](=O)[O-])ccc2N2CCCC2)c(OC)c1OC
-11.1	CCC1(O)C(=O)OCc2c1cc1n(c2=O)Cc2cc3c(N)cccc3nc2-1 (stereo not drawn)
5.0	O=S(=O)(Nc1nc(-c2ccco2)c(-c2ccco2)s1)c1ccc(F)cc1F
6.4	CC(=O)Nc1ccc(S(=O)(=O)NCC(=O)OCC(=O)NCCc2ccccc2)cc1
3.9	N#CC(CCc1ccccc1[N+](=O)[O-])(CCc1ccccc1[N+](=O)[O-])C(N)=O
-7.7	c1ccc2c(c1)ccc1[nH]c3c(c12)CCCC3
-0.9	O=C(COC(=O)c1ccc(S(=O)(=O)N2CCOCC2)cc1)NCc1ccccc1
4.9	O=C(COC(=O)CCc1ccc(S(=O)(=O)N2CCOCC2)cc1)Nc1ccccc1OC(F)F
-1.1	CCCCN(C)CCCNC(=O)Cn1cc2c(n1)-c1c(oc(C(=O)N3CCCC3)c1C)CC2
-13.5	CN(C)S(=O)(=O)c1ccc(Cl)c(NC(=O)COC(=O)CNS(=O)(=O)c2c(F)cccc2F)c1
5.6	COc1ccc(-c2ccc(CN3C(CC(C)C)C(=O)N(Cc4cn(CC5CCCCC5)nn4)CCS3(=O)=O)cc2)cn1 (stereo not drawn)
-6.7	CCCCCCCCCCCCCCCCOP(=O)([O-])OCC[N+](C)(C)C
12.9	CCOC(=O)C(N=Nc1nn[nH]n1)C(C)=O (stereo not drawn)

# (more compounds)
RXFP1 antagonist	SMILES
-5.8	O=C(NN=Cc1cc(Br)c(O)c(Br)c1)c1ccccc1NS(=O)(=O)c1cccs1
4.6	Cc1noc(C)c1C(=O)N1CCN(S(=O)(=O)c2cccs2)CC1
6.3	CC1CN(C(=O)COC(=O)c2cccc(S(=O)(=O)N3CCc4ccccc43)c2)CC(C)O1 (stereo not drawn)
-14.7	O=C(O)c1cccc(NS(=O)(=O)c2ccc(Cl)c(C(=O)Nc3cccc([N+](=O)[O-])c3)c2)c1
-14.3	COc1ccc(C(=O)Nc2cc(S(=O)(=O)N3CCCC3)ccc2Cl)cc1
0.4	CCOC(=O)C(C#N)=CN1CCN(C(=O)CCCl)c2ccccc21
-0.3	CCOC(=O)c1ccc(S(=O)(=O)NNC(=O)Cc2csc(C)n2)cc1
-10.7	CCCCCCN1C[C@@H](O)[C@H](n2cc(-c3ccc(F)cc3)nn2)C[C@@H]1c1ccc(OC)cc1
-7.4	CC1CC1C(=O)OCC(=O)NC(=O)c1ccc(C(C)(C)C)cc1 (stereo not drawn)
-3.4	CC(=O)Nc1ccc(S(=O)(=O)Nc2ccc(N3CCCCC3)cc2)cc1
16.7	CCOc1ccc(S(=O)(=O)Nc2cccc(Cl)c2)cc1
4.5	C=CCn1c(SCC(=O)Nc2c(C)n(C)n(-c3ccccc3)c2=O)nnc1-c1ccncc1
2.4	CC1(C)N=C(N)NC(Nc2ccc(Cl)cc2)=N1
3.5	COc1cc2c(cc1CNC[C@H]1O[C@@H](n3ccc(N)nc3=O)[C@H](O)[C@@H]1O)OCO2
2.4	Nn1c(COc2ccccc2F)nnc1SCC(=O)NCC1CCCO1 (stereo not drawn)
10.6	c1ccc2c(c1)COc1c3ncccc3nn1-2
-14.0	CC(C)C(OC(=O)C1=Cc2ccccc2OC1)C(=O)NCC1CCCO1 (stereo not drawn)
-7.9	Nc1nc(NC2CCCC2)cc(=O)[nH]1
-7.0	COc1ccc(S(=O)(=O)N(C)C[C@H]2OCc3cnnn3CCCC(=O)N([C@@H](C)CO)C[C@H]2C)cc1

# In the list so far, these have a tert-butyl group.
RXFP1 antagonist	SMILES
0.0	Cc1ccc(-c2nc3ccc(Cl)cn3c2CC(C)(C)C)cc1
0.5	CC(C)(C)OC(=O)N1CCC(NC(=O)c2[nH]cnc2C(=O)Nc2ccccc2F)CC1
-7.4	CC1CC1C(=O)OCC(=O)NC(=O)c1ccc(C(C)(C)C)cc1 (stereo not drawn)
